SARS 3CLpro inh – SARS-CoV 3CLpro protease inhibition | recombinant SARS-CoV 3CLpro, quenched FRET peptide cleavage | inhibition, % at 6 µM | 0.14% of 290,000 active; in the data active = inhibition above about 12%
SSB-PriA inh – K. pneumoniae PriA-SSBct interaction inhibition; AlphaScreen SSBct-PriA binding, biotinylated peptide; inhibition, % at 33 µM; 0.6% of 430,000 active; AID 1272365; in the data active = inhibition mostly above about 37%, no sharp cut-off; inactive = mostly below about 20%;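 note: plate controls were negative control peptide for no effect and reference peptide for full effect; strong numbers were not always called active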
Vc quorum ag – quorum light induction in luxS cqsA deficient V. cholerae | V. cholerae BH1578 lux reporter, luminescence, 6 h | activation, % at 18.7 µM | 0.16% of 350,000 active; in the data active = activation mostly above about 9.7%, no sharp cut-off; note: not every result past the cut was called active; inactives centre near 0; reference of the scale not given here
MazF activator – MazEF (E. coli) toxin RNase activation. activation, % at 20 µM. FAM/BHQ RNA-DNA oligo cleavage fluorescence, 5 h. P0AE70. 0.32% of 350,000 active; in the data active = activation above about 50%
DUSP3 inh – inhibitors of human VHR1 phosphatase (DUSP3); recombinant VHR phosphatase, pNPP absorbance; AID 1654; 0.52% of 290,000 active; P51452; inhibition, % at 13.3 µM; in the data active = inhibition above about 50%; note: some compounds called inactive have numbers as strong as hits
Yp Topo-I inh – blocks Yersinia pestis topoisomerase I activity. Y. pestis Topo-I cleavage product accumulation, plate reader. activity, % at 10 µM. 0.064% of 360,000 active. AID 504884; in the data active = activity above about 50%, passing the limit was not always enough; note: inactives centre near 2
Anthrax LF inh2 – blocks Bacillus anthracis lethal factor protease | P15917 | multiplex microsphere protease cleavage assay, LF | inhibition, % at 10 µM | 0.12% of 360,000 active | AID 588501; in the data active = inhibition above about 30%; note: plate controls were buffer without enzyme for full effect and enzyme alone for no effect
Rv3671c protease – inhibitors of M. tuberculosis serine protease Rv3671c. inhibition, % at 5.96 µM. 0.048% of 320,000 active; in the data active = inhibition above about 38%;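 note: extracellular domain of Rv3671c used as enzyme; 0% = enzyme with DMSO and 100% = no enzyme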
PfHsp40 rescue – compounds rescuing yeast from Plasmodium falciparum HSP40 toxicity; S. cerevisiae expressing PfHsp40, growth rescue, ATP luminescence; growth rescue, % at 12.5 µM; 0.68% of 340,000 active; in the data active = growth rescue above about 28%, passing the limit was not always enough;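 note: yeast W303a lacking pdr1 and pdr3 grown in galactose medium; growth measured after three days at 30 °C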
TcdB GH inh – TcdB glycohydrolase inhibition. P18177. TcdB glycohydrolase enzymatic assay, plate reader. inhibition, % at 9.99 µM. 0.24% of 350,000 active; in the data active = inhibition above about 10%
Target sequence (P18177 whole entry, looked up): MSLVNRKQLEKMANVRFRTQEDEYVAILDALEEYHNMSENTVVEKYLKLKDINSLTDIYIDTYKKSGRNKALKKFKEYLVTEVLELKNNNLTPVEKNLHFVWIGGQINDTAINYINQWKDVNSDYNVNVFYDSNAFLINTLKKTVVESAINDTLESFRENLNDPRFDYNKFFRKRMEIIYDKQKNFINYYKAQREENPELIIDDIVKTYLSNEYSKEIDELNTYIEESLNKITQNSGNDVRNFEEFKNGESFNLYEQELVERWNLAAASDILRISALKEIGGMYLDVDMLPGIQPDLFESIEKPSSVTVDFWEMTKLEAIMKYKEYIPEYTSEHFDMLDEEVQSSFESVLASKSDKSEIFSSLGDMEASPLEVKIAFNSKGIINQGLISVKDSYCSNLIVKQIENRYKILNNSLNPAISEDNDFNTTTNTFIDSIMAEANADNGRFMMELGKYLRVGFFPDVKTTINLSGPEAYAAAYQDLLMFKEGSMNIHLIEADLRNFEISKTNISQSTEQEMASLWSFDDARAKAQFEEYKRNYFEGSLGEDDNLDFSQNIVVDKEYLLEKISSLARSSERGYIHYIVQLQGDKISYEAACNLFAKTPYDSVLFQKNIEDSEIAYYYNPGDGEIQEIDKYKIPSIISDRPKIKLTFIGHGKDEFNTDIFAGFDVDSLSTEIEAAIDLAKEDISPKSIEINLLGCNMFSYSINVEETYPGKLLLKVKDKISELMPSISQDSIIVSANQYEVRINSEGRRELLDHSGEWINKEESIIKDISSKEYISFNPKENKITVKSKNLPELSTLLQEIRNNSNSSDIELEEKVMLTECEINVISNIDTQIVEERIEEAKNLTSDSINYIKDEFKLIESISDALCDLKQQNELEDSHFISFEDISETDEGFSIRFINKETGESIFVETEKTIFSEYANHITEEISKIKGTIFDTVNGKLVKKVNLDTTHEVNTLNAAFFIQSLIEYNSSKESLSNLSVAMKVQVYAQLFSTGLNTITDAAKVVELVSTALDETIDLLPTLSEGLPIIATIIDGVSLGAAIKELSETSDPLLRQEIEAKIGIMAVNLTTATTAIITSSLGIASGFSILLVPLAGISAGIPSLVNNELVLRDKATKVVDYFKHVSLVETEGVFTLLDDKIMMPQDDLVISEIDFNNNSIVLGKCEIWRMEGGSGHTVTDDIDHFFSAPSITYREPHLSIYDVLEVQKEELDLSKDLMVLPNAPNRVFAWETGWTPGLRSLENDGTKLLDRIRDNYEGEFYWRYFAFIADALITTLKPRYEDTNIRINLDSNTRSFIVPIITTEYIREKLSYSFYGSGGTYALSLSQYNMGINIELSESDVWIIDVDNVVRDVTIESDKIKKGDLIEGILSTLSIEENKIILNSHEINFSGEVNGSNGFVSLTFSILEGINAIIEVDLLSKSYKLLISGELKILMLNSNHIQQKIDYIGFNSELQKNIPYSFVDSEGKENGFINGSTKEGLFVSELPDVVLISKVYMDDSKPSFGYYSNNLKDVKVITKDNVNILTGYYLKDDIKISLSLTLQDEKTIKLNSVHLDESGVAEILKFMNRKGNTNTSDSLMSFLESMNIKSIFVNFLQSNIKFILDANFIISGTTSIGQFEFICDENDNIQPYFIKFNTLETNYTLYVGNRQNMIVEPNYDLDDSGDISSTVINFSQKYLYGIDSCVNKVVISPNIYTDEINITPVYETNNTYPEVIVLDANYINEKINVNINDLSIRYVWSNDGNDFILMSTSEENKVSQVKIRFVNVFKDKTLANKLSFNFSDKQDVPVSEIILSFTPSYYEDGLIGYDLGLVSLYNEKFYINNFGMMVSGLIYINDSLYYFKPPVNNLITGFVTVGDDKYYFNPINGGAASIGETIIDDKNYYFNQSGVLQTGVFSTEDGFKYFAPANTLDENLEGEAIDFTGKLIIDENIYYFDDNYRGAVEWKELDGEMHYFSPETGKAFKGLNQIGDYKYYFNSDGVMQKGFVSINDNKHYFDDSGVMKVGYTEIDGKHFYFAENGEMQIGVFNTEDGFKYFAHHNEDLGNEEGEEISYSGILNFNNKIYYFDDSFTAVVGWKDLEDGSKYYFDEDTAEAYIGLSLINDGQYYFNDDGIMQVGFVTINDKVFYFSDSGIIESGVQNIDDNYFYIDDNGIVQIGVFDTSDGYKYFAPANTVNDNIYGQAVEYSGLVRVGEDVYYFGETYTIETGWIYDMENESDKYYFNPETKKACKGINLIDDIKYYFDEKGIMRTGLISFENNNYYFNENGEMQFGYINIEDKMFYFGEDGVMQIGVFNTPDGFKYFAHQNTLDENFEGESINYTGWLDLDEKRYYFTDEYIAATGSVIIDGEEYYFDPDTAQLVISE
The depositor's hits bear a star; & = joins results of further samples. A portion of the library; rates above refer to the full screens.

Screening COc1ccc(OCc2nnc(SC(C)C(=O)Nc3nccs3)n2-c2ccccc2)cc1 (centres undefined) returned SARS 3CLpro inh -0.8, SSB-PriA inh -37.1, Vc quorum ag -0.5, MazF activator -4.2, DUSP3 inh -0.2, Yp Topo-I inh -6.2, Anthrax LF inh2 -2.4, Rv3671c protease 3.4 and PfHsp40 rescue 0.8.
For COc1ccc(/C=C/C(=O)C2CC2)cc1Cn1nc(C)c([N+](=O)[O-])c1C the results were SARS 3CLpro inh 0.0, SSB-PriA inh -3.9, Vc quorum ag -0.5, MazF activator 1.7, DUSP3 inh 17.7, Yp Topo-I inh 19.3, Anthrax LF inh2 -2.2, Rv3671c protease 3.6, PfHsp40 rescue -0.3 and TcdB GH inh 1.8.
O=C(CSCc1cccc(Br)c1)N=Nc1c(O)[nH]c2ccccc12 was read as SARS 3CLpro inh 3.5, SSB-PriA inh 21.6, Vc quorum ag inactive, MazF activator -0.5, DUSP3 inh 18.9, Yp Topo-I inh 13.5, Anthrax LF inh2 -11.5, Rv3671c protease -5.5 and PfHsp40 rescue 1.1.
For O=C(CCN1CCOCC1)N1CCc2c([nH]c3ccccc23)C1c1cccc(Cl)c1 (centres undefined) the results were SARS 3CLpro inh 0.5, SSB-PriA inh 16.0, Vc quorum ag -3.6, MazF activator 4.5, DUSP3 inh 38.4, Yp Topo-I inh 25.5, Anthrax LF inh2 -2.7, Rv3671c protease 9.4, PfHsp40 rescue -0.5 and TcdB GH inh 1.1.
`Cn1c(CNC(=O)c2cccs2)nnc1SCC(=O)Nc1ccccc1` gave SARS 3CLpro inh 4.1, SSB-PriA inh 5.6, Vc quorum ag -0.6, MazF activator -2.1, DUSP3 inh 9.4, Yp Topo-I inh 1.6, Anthrax LF inh2 -1.7, Rv3671c protease -15.9 and PfHsp40 rescue -0.2.
`Cc1ccc(Cn2ccc(NC(=O)c3nn(C)cc3[N+](=O)[O-])n2)cc1` gave SARS 3CLpro inh 0.0, SSB-PriA inh 0.6, Vc quorum ag -0.6, MazF activator -2.6, DUSP3 inh 11.5, Yp Topo-I inh -0.1, Anthrax LF inh2 -3.0, Rv3671c protease 15.7, PfHsp40 rescue -0.5 and TcdB GH inh -0.3.
Screening CC(=O)Nc1ccc(C(=O)NNC(=O)c2ccccc2-n2cccc2)cc1 returned SSB-PriA inh -10.8, Vc quorum ag 0.6, MazF activator 10.0, Yp Topo-I inh -0.1, Anthrax LF inh2 1.8, Rv3671c protease -5.0, PfHsp40 rescue 0.4 and TcdB GH inh 0.7.
For Cc1oc(-c2ccc(Cl)cc2)nc1CN1CCCN(C(=O)c2ccco2)CC1 the results were SARS 3CLpro inh 1.9, SSB-PriA inh 5.7, Vc quorum ag -1.0, MazF activator 3.2, DUSP3 inh 10.1, Yp Topo-I inh 17.0, Anthrax LF inh2 0.4, Rv3671c protease 11.9, PfHsp40 rescue 0.2 and TcdB GH inh 0.8.
`CCc1nn(CC(=O)N2CCN(C)CC2)c(=O)c2cccn12` gave SARS 3CLpro inh -5.8, SSB-PriA inh -4.4, Vc quorum ag inactive, MazF activator 14.0, DUSP3 inh -2.4, Yp Topo-I inh -7.2, Anthrax LF inh2 0.4, Rv3671c protease -5.9, PfHsp40 rescue -0.8 and TcdB GH inh 0.3.
Cc1ccc(Nc2nc(N)nc(CSc3nccn3C)n2)cc1 was read as SARS 3CLpro inh -6.4, SSB-PriA inh 9.3, Vc quorum ag -2.1, MazF activator -1.0, DUSP3 inh -4.0, Yp Topo-I inh 2.3, Anthrax LF inh2 2.3, Rv3671c protease 2.8 and PfHsp40 rescue -0.2.
O=C(/C=C/c1ccc(Cl)c([N+](=O)[O-])c1)Nc1cccnc1 was read as SARS 3CLpro inh 3.4, SSB-PriA inh -7.5, Vc quorum ag -2.0, MazF activator -2.4, DUSP3 inh 9.7, Yp Topo-I inh -1.6, Anthrax LF inh2 -0.2, Rv3671c protease -6.2 and PfHsp40 rescue 1.1.
`COc1cc(/C=N/NC(=O)C(N)=O)ccc1OCC(=O)N1C(C)CCCC1C` (centres undefined) gave SARS 3CLpro inh 4.5, Vc quorum ag -0.2, MazF activator 11.6, DUSP3 inh 34.0, Yp Topo-I inh -1.3, Anthrax LF inh2 5.4, Rv3671c protease -3.1, PfHsp40 rescue -0.6 and TcdB GH inh 0.6.
N#CC1=C(N)N=C(SCc2cccc3ccccc23)C(C(N)=O)C12CCCCC2 (centres undefined) was read as SARS 3CLpro inh 0.7, SSB-PriA inh 8.9, Vc quorum ag -0.2, MazF activator 0.4, DUSP3 inh 15.5, Yp Topo-I inh 18.4, Anthrax LF inh2 -2.1, Rv3671c protease 1.4 and PfHsp40 rescue -0.4.
`CC1CN(CCOc2ccccc2[N+](=O)[O-])CC(C)O1` (centres undefined) gave SARS 3CLpro inh -5.2, SSB-PriA inh -4.4, Vc quorum ag -0.3, MazF activator 6.1, DUSP3 inh 10.6, Yp Topo-I inh 20.1, Anthrax LF inh2 -5.0, Rv3671c protease -3.3, PfHsp40 rescue 0.8 and TcdB GH inh 0.3.
For CC(=O)Nc1sc2c(c1C#N)CCCCC2 the results were SARS 3CLpro inh -1.3, SSB-PriA inh -4.4, Vc quorum ag -2.5, MazF activator -7.7, DUSP3 inh -9.6, Yp Topo-I inh -5.9, Anthrax LF inh2 -8.9, Rv3671c protease -9.3 and PfHsp40 rescue 1.3.
`CN(C)c1ccc(/C=C(/NC(=O)c2ccccc2)C(=O)NCCN2CCOCC2)cc1` gave SARS 3CLpro inh 1.5, SSB-PriA inh 3.7, Vc quorum ag inactive, MazF activator 6.1, DUSP3 inh 3.7, Yp Topo-I inh 2.2, Anthrax LF inh2 0.5, Rv3671c protease -23.8, PfHsp40 rescue 0.1 and TcdB GH inh 0.4.
`Clc1c(CSc2nc3ccccc3o2)nc2sccn12` gave SARS 3CLpro inh -3.0, SSB-PriA inh -26.0, Vc quorum ag -0.4, MazF activator 1.9, DUSP3 inh 1.8, Yp Topo-I inh 11.4, Anthrax LF inh2 0.0, Rv3671c protease -4.5 and PfHsp40 rescue -0.5.
`COc1ccc(CNC(=O)CCCn2nc(C)n3c(cc4sccc43)c2=O)cc1` gave SARS 3CLpro inh 0.4, SSB-PriA inh -2.6, Vc quorum ag inactive, MazF activator 2.5, DUSP3 inh -3.0, Yp Topo-I inh 14.7, Anthrax LF inh2 -2.3, Rv3671c protease 3.3, PfHsp40 rescue -0.6 and TcdB GH inh 0.8.
For CSc1nc(Cc2ccc(Cl)cc2)nc2ccccc12 the results were SARS 3CLpro inh -1.2, SSB-PriA inh -45.4, Vc quorum ag -0.3, MazF activator -7.4, DUSP3 inh 10.5, Yp Topo-I inh 35.7, Anthrax LF inh2 -3.9, Rv3671c protease 2.2 and PfHsp40 rescue 1.1.
COc1ccccc1/C=C/C(=O)OCCCN(C)C was read as SARS 3CLpro inh 4.7, SSB-PriA inh 1.7, Vc quorum ag -0.1, MazF activator 4.5, DUSP3 inh 6.4, Yp Topo-I inh 0.6, Anthrax LF inh2 -0.4, Rv3671c protease 5.5, PfHsp40 rescue -0.6 and TcdB GH inh 1.2.
For Cc1nc(NC(=O)COc2ccccc2)sc1C(=O)Nc1cccc(Cl)c1 the results were SARS 3CLpro inh 5.3, SSB-PriA inh -3.9, Vc quorum ag 0.3, MazF activator 22.4, DUSP3 inh 16.7, Yp Topo-I inh -2.4, Anthrax LF inh2 -4.4, Rv3671c protease 0.7 and PfHsp40 rescue 0.5.
NC(=O)CCC(NC(=S)Nc1ccccc1)C(=O)O (centres undefined) was read as SARS 3CLpro inh -2.5, SSB-PriA inh -14.0, Vc quorum ag -2.1, MazF activator -22.4, DUSP3 inh -10.8, Yp Topo-I inh -1.7, Anthrax LF inh2 -2.3, Rv3671c protease 8.0, PfHsp40 rescue -0.8 and TcdB GH inh 0.8.
`Cc1cccc(CCNC(=O)CCc2nnc(CCc3ccccc3)o2)n1` gave SARS 3CLpro inh -0.2, SSB-PriA inh -2.5, MazF activator 4.2, DUSP3 inh 3.1, Yp Topo-I inh 9.2, Anthrax LF inh2 -0.9, Rv3671c protease 7.9, PfHsp40 rescue -0.4 and TcdB GH inh 1.2.
`Cc1ccccc1OCC(=O)Nc1nnc(COc2ccccc2)s1` gave SARS 3CLpro inh -1.7, SSB-PriA inh -5.1, Vc quorum ag 1.5, MazF activator -4.1, DUSP3 inh 17.9, Yp Topo-I inh 3.3, Anthrax LF inh2 -3.0, Rv3671c protease -1.2, PfHsp40 rescue -1.3 and TcdB GH inh 0.8.
CCCNC(=O)c1ccc(COc2ccc(Cl)cc2)o1 was read as SARS 3CLpro inh 2.0, SSB-PriA inh -16.6, Vc quorum ag 1.0, MazF activator 0.4, DUSP3 inh 34.6, Yp Topo-I inh 4.4, Anthrax LF inh2 -7.4, PfHsp40 rescue 3.9 and TcdB GH inh 1.3.
`COc1ccccc1Nc1nc(C)cs1` gave SARS 3CLpro inh 3.1&-2.5, SSB-PriA inh 5.9, Vc quorum ag inactive, MazF activator -1.1&3.0, DUSP3 inh 24.5&15.4, Yp Topo-I inh -2.0&-4.8, Anthrax LF inh2 4.3&-1.4, Rv3671c protease -0.6&7.4 and PfHsp40 rescue 1.5&-0.6.
For O=C(CN1C(=O)NC(c2ccccc2)(c2ccccc2)C1=O)NCc1ccc(F)cc1 the results were SSB-PriA inh 5.8, Vc quorum ag -0.5, MazF activator 1.2, Yp Topo-I inh 2.7, Anthrax LF inh2 2.1, Rv3671c protease -11.0, PfHsp40 rescue 0.5 and TcdB GH inh 0.0.
For Cc1ccc(/C=N/NC(=O)Cc2ccc(O)cc2)s1 the results were SARS 3CLpro inh -5.3, Vc quorum ag -0.1, MazF activator 1.3, DUSP3 inh 35.7, Yp Topo-I inh 6.3, Anthrax LF inh2 -3.7, Rv3671c protease -1.2, PfHsp40 rescue -1.9 and TcdB GH inh 3.6.
Screening COc1cc(/C=N/NC(N)=O)cc(Br)c1OCc1ccc(C)cc1 returned SARS 3CLpro inh 2.6, Vc quorum ag -0.6, MazF activator 4.1, DUSP3 inh 32.7, Yp Topo-I inh 12.4, Anthrax LF inh2 2.3, Rv3671c protease 1.4 and PfHsp40 rescue 0.4.
`COc1ccc(Cc2cnc(N)s2)cc1` gave SARS 3CLpro inh 1.8, SSB-PriA inh 3.7, Vc quorum ag inactive, MazF activator 5.7, DUSP3 inh 0.9, Yp Topo-I inh -6.0, Anthrax LF inh2 1.8, Rv3671c protease 3.7, PfHsp40 rescue 0.3 and TcdB GH inh 1.0.
Screening COc1cccc(C(=O)NC(=S)Nc2nnn(C)n2)c1 returned SARS 3CLpro inh 3.0, SSB-PriA inh -10.2, Vc quorum ag -0.2, MazF activator 0.6, DUSP3 inh -0.5, Yp Topo-I inh -2.1, Anthrax LF inh2 -0.2, Rv3671c protease -8.4 and PfHsp40 rescue 0.1.
COCCN(C(=O)COC(=O)Cc1cccc(OC)c1)c1c(N)n(CC(C)C)c(=O)[nH]c1=O was read as SSB-PriA inh -3.7, Vc quorum ag inactive, MazF activator -0.3, Yp Topo-I inh 6.4, Anthrax LF inh2 -0.1, Rv3671c protease 7.4, PfHsp40 rescue 19.0 and TcdB GH inh 0.2.
N/C(CSc1ccc(Cl)cc1)=N\NC(=O)c1ccncc1 was read as SARS 3CLpro inh -1.0, Vc quorum ag -0.2, MazF activator 3.4, DUSP3 inh -15.3, Yp Topo-I inh 8.6, Anthrax LF inh2 -0.5, Rv3671c protease -7.3, PfHsp40 rescue -0.3 and TcdB GH inh 0.1.
`C[C@@]12C(=O)Nc3ccc(Cl)cc3C(=O)N1[C@H]1c3cc(Br)ccc3OC[C@@H]1[C@@H]2c1ccccc1` gave SSB-PriA inh -3.8, Vc quorum ag -2.1, MazF activator -18.3, Yp Topo-I inh 6.0, Anthrax LF inh2 2.0, Rv3671c protease -86.3, PfHsp40 rescue 0.3 and TcdB GH inh 1.0.

High-throughput results as filed in PubChem.
